Screening data from PubChem BioAssay.
mIDH1 inhibitor = human IDH1 R132H inhibition. IDH1-R132H enzyme, NADPH consumption, diaphorase/resazurin fluorescence. actives 0.093% (n = 390,000). O75874. Potency, µM (highest dose often 76.6 µM), inactives show at the top dose activity change, negative = inhibition, actives largely listed as inhibitors; note: potency is the fitted concentration of half-maximal effect; % is set by controls: 0 for no effect and ±100 for the full control effect; nearly all actives have a fitted effect of over 65% in size
Target sequence (O75874 whole entry R132H, stated change not applied): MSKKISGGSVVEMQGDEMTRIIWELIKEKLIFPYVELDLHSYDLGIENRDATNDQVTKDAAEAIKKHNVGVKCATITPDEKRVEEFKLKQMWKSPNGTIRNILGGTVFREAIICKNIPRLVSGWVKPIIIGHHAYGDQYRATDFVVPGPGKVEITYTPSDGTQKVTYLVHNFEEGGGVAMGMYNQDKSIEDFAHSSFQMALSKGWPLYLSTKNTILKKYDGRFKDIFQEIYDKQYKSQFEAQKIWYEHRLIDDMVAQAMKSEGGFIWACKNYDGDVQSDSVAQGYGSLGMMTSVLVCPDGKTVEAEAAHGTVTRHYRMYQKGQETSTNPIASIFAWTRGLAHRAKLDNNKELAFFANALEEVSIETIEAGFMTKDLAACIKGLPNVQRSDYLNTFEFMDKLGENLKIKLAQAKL
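IDH1-R132H (0.5 ug/mL) preincubated 30 min with compound, then NADPH (0.016 mM) and alpha-KG (2 mM) added; 80 min at RT, pH 7.5. Remaining NADPH coupled via diaphorase/resazurin to fluorescence (540/590 nm); concentration-response curves normalized to no-enzyme control.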
LDHA block = blocks human lactate dehydrogenase A; P00338; purified LDHA, NADH/diaphorase-resazurin fluorescence; hits give low values; activity change, % (values are at about 110 or 230 µM); actives 0.15% (n = 480,000); AID 1347041; in the data active = activity change below about -30%; inconclusive = mostly about -25% to -30%;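 note: plate controls were DMSO wells for no effect and wells without enzyme for full effect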
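Human LDH5 at 2 nM final in Tris HCl pH 7.4 with 0.06 mM NADH and 0.2 mM pyruvate, reacted 5 minutes at room temperature. Remaining NADH coupled via diaphorase/resazurin; resorufin fluorescence read at 0 and 20 minutes, normalized to enzyme-free and DMSO wells.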
Vif-A3F inh = Vif-A3F binding inhibition; HeLa A3F-eYFP + Vif (tagged APOBEC3F with the HIV-1 protein that degrades it), YFP fluorescence increase; Potency, µM (doses to about 46.1 µM), for inactives: at the highest dose activity, negative = active; actives 0.2% (n = 390,000); AID 602313; note: potency is the fitted concentration of half-maximal effect; % of control where 0% means no effect; nearly all actives have a fitted effect of over 65% in size
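HeLa cells stably expressing Vif plus C-terminally eYFP-tagged A3F were seeded, incubated overnight at 37 deg C, dosed with compound, incubated overnight again at 37 deg C. Yellow fluorescence (Ex 488/Em 500-530) reported blocked Vif-mediated A3F-eYFP degradation.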
Glioma ERSR ind = induces the endoplasmic reticulum stress response in human glioma cells; U87-MG GRP78 promoter luciferase reporter, 16 h; actives 0.02% (n = 420,000); Potency, µM, without a hit: top-dose activation, actives largely listed as activators; AID 602332; note: potency is the fitted concentration of half-maximal effect; series mostly up to about 76 µM; % of control where 0% means no effect; nearly all actives have a fitted effect of over 35% in size
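Stably transfected U87-MG human glioma cells carrying a GRP78-based luminescent sensor were seeded at 1000 cells/well, pin-dosed with compounds and incubated 16 h. Luciferase reagent was then added, and end-point luminescence was read after 10 min at room temperature.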
PI4K2A inh = inhibitors of human PI4K2A. AID 1346378. Q9BTU6. purified PI4K2A, ADP-Glo luminescence, 1 h; hits give low values. actives 0.13% (n = 420,000). activity change, negative = inhibition, % at 76.9 µM; in the data active = activity change below about -50%; inconclusive = mostly about -30% to -49%;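 note: -100% = wells without enzyme as full effect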
Target sequence (Q9BTU6 whole entry, looked up): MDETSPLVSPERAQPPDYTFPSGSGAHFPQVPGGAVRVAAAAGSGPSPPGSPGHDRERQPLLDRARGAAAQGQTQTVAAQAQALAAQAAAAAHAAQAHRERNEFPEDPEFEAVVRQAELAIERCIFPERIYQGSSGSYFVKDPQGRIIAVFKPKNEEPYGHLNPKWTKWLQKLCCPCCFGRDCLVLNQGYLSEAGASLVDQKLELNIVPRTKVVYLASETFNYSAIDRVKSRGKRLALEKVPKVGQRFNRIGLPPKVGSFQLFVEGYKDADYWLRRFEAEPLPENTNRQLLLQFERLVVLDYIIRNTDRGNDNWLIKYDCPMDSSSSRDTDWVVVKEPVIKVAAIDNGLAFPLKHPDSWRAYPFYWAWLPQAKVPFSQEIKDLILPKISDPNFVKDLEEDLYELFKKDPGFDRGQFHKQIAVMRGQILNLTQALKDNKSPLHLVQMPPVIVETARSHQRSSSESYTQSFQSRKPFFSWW
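PI4K2A activity was measured by ADP-Glo luminescence: enzyme (4 ug/mL stock) and phosphatidylinositol (1.2 mM stock) in Tris pH 7.5/MgCl2/EGTA/Triton X-100 buffer were reacted with ATP (300 microM stock) for one hour at ambient temperature.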
RXFP1 ag = RXFP1 (human) receptor agonism; Q9HBX9; HEK293T-RXFP1 cAMP TR-FRET, 30 min; response scale: percent of porcine relaxin response, buffer zero; actives 0.3% (n = 370,000); Potency, µM (doses to about 57.5 µM), for inactives: at the top dose activation, hits mostly activators; note: potency is the fitted concentration of half-maximal effect; % is set by controls: 0 for no effect and ±100 for the full control effect; nearly all actives have a fitted effect of over 60% in size; many of its hits are not listed in these tables
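Agonist response is measured as cAMP accumulation in an RXFP1-transfected HEK293T line under PDE4 inhibition. Values are scaled between buffer-only and 29 nM porcine relaxin, and EC50s come from standard Hill equation fits.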
TrxR1 substrate = rat thioredoxin reductase 1 substrate activity. O89049. purified TrxR1 substrate turnover, NADPH consumption readout. Potency, µM (top dose mostly 114 µM), for inactives: at the top dose activity change, negative = substrate turnover. actives 0.01% (n = 390,000); note: potency is the fitted concentration of half-maximal effect; % is set by controls: 0 for no effect and ±100 for the full control effect; nearly all actives have a fitted effect of over 50% in size
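Rat TrxR1, dispensed at 90 nM, was prereduced with 400 uM NADPH (final) for 5 min at ~22 deg C, then incubated with compound 15 min before 400 uM selenite. A first-read NADPH fluorescence drop versus no-compound background flagged substrates.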
USP1-UAF1 inh = USP1/UAF1 (human) deubiquitinase inhibition. O94782. recombinant USP1/UAF1, Ub-Rhodamine cleavage fluorescence. Potency, µM (top dose mostly 57.1 µM), without a hit: at the top dose activity change, negative = inhibition, hits mostly inhibitors. actives 0.23% (n = 390,000). AID 743255; note: potency is the fitted concentration of half-maximal effect; % is set by controls: 0 for no effect and ±100 for the full control effect; nearly all actives have a fitted effect of over 60% in size; inactives centre near -12
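USP1/UAF1 complex at 1 nM was preincubated with compound for 15 min at room temperature, then Ub-Rho substrate (150nM final) was added. Fluorescence (480/540 nm) was read kinetically, 6 reads every 60 seconds.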
Vif-APOBEC3G blk = inhibitors of Vif-APOBEC3G interaction | Q9HC16 | HeLa A3G-eYFP + Vif (tagged APOBEC3G with the HIV-1 protein that degrades it), YFP fluorescence, overnight | Potency, µM (highest dose often 46.1 µM), inactives show top-dose activity, negative = active, actives largely listed as inhibitors | actives 0.076% (n = 410,000);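 note: potency is the fitted concentration of half-maximal effect; % is set by controls: 0 for no effect and ±100 for the full control effect; nearly all actives have a fitted effect of over 60% in size; hits raise eYFP signal because A3G escapes Vif-driven loss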
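HeLa cells stably expressing Vif and C-terminally eYFP-tagged A3G, seeded overnight at 37 deg C, then exposed to compound by pintool overnight at 37 deg C. Rise in yellow fluorescence (Ex 488/Em 500-530, Acumen) marks blocked Vif-driven A3G degradation.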
The depositor's hits bear a star; ? = inconclusive; nt = no result given; & = joins results of further samples; [ ] = another dose, or the depositor's remark. Unless noted, calls come from the whole dose curve; as a rule, active = well fitted curve in the direction sought with a large enough effect; inconclusive = small, poorly fitted or top-dose-only effect, or another doubt; inactive = no such curve, though single readings can be large; an effect the other way counts as inactive or inconclusive. These rows are one share of the data; the hit share may differ from the screen's.

SMILES	mIDH1 inhibitor	LDHA block	Vif-A3F inh	Glioma ERSR ind	PI4K2A inh	RXFP1 ag	TrxR1 substrate	USP1-UAF1 inh	Vif-APOBEC3G blk
CCCCN(CCCNC(=O)CN1N=C(c2ccc(C)cc2)CCC1=O)c1ccccc1	7%	7	-21%	-2%	1	0.3%	-13%[57.1 µM]	-35%	3%
C=CSc1sc(Cl)c(N(C)C)c1[N+](=O)[O-]	4%	-5	4%	2%	-2	-2.9%	2%	0%	3%
Cc1nnc(NC(=O)c2ccc(S(=O)(=O)N3CCCCCC3)cc2)o1	-2%	2	2%	-2%	-3	2.0%	-3%	-10%	1%
O=C(COc1cc2oc(=O)c3c(c2cc1Cl)CCC3)NCCN1CCOCC1	-5%	-2	1%	6%	-4	0.6%	-2%	-9%	3%
Cn1c(=O)c2c(nc(CN3CCN(C(=O)c4ccco4)CC3)n2Cc2ccc(Cl)cc2)n(C)c1=O	8%	0	-20%	-3%	-1	4.8%	-6%	-8%	-5%
CSc1nc2ccc(Nc3nc(N4CCOCC4)nc(N4CCOCC4)n3)cc2s1	1%	-8	-2%	3%	-7	3.3%	-6%	-5%	-1%
CCCCN(C)C(=O)CCCCn1c(=O)[nH]c2cc(OCC)c(OCC)cc2c1=O	-3%	-7	2%	0%	-5	1.6%	12%[57.1 µM]	-16%	-3%
O=C(Nc1nc(-c2cccs2)cs1)c1cccc(S(=O)(=O)N2CCCCCC2)c1	-1%	-5	5%	4%	6	2.6%	-7%	-11%	0%
N=c1sccn1CC(=O)NCCc1ccc(Cl)cc1Cl	5%	-10	2%	-4%	2	-2.7%	-8%	-10%	1%
C=CC[C@H](CC(=O)N(CCO)Cc1ccccc1)C(=O)N[C@H](C)COC(=O)[C@@H](CC=C)CC(=O)OC(C)(C)C	2%	-2	9%	-3%	-1	nt	5%[57.1 µM]	-28%	1%
CCCCN1CC[C@H]2C=CC[C@@H](C(=O)N3CCOCC3)[C@H]2C1=O	-7%	-4	7%	1%&-3%	0	nt	2%&5%	-14%	-6%&0%
OCCCCNCc1ccc(OCc2ccc(Cl)cc2Cl)cc1	-3%	1	-7%	-4%	-1	-1.4%	6%	11%	-25%
O=C(CNC(=O)c1ccc(Br)o1)NCc1ccc2c(c1)OCO2	12%	-1	-1%	-9%	1	0.8%	-7%[57.1 µM]	-19%	0%
C=CCSc1ncnc2c1oc1nc3c(cc12)COC(C)(C)C3	5%	-1	9%	2%	-2	-1.0%	6%[11.4 µM]	-13%	1%
CCOC(=O)c1c(NC(=S)NC(=O)c2ccco2)sc2c1CCCC2	-7%	0	-4%	-3%	0	-0.6%	-1%[57.1 µM]	-14%	-4%
Cc1cc(N)n(-c2ccccn2)n1	2%	3	7%	-1%	-22	0.2%	5%[57.1 µM]	3%	-1%
c1csc(CN2CCOCC2)c1	-2%	-31*	-1%	-2%	4	-2.0%	3%[57.1 µM]	-9%	-4%
COc1ccc(OC)c(NC(=O)Cn2c(CCC(=O)O)ccc2-c2ccc(C)cc2)c1	8%	0	1%	2%	5	-2.7%	7%	-19%	3%
Cc1cccc(-n2c(C)nc3cc(C(=O)NCCN4CCOCC4)ccc32)c1	-3%	-6	3%	-6%	6	nt	nt	-19%	-4%
C=CCOc1ccc(C2N3CC4(C)CN2CC(CCC)(C3)C4=O)cc1 (configuration not stated)	4%	-5	-4%	-2%	1	0.1%	-8%	-2%	-13%
O=C(OCc1ccc([N+](=O)[O-])cc1)C1CC(=O)N(CCc2ccccc2)C1 (configuration not stated)	0%	-2	7%	-3%	0	-0.7%	-1%	3%	1%
CC(C)(C(N)=O)N1CCN(c2ncc(C(F)(F)F)cc2Cl)CC1	8%	2	3%	3%	13	0.5%	3%	3%	5%
CC1=C(C#N)C(=O)NC(C)(C)C1	-3%	-6	0%	-1%	3	2.6%	0%	4%	3%
COc1ccc(C2=CC3=C(Br)C(=O)C(C)(OC(=O)c4ccco4)C(=O)C3=CO2)cc1 (configuration not stated)	-12%	1	-4%	-3%	?	6.6%	-2%	25µM*	1%
O=C(Nn1cnnc1)c1cc(Br)ccc1Cl	-6%	-14	12%	-2%	0	-0.9%	7%	-11%	0%
NC(=O)CC1Nc2cccc3cccc(c23)NC1=O (configuration not stated)	10%	20	0%	-2%	-6	-1.2%	-5%	?	1%
CCOc1cc(C(=O)NCc2ccc(F)cc2)ccc1OCC(=O)N1CCCCC1	-14%	-2	1%	-4%	0	0.1%	2%	-14%	-4%
Cc1ccc(S(=O)(=O)N2CCOCC2)cc1C(=O)Nc1ccccn1	-1%	-7	2%	-3%	2	-0.5%	4%[57.1 µM]	1%	-2%
CCCCCCCCNC1=CC(=O)CC(C)(C)C1	6%	-2	2%	3%	7	-1.6%	-14%[57.1 µM]	-11%	-4%
CCN1CCCC1CNC(=O)c1cc2c(C)nc3ccccc3c2o1 (configuration not stated)	0%	1	-1%	-2%	-2	-0.5%	2%	2%	5%
CCOC(=O)c1ccc(Oc2cc(C)nc(Cl)n2)cc1	6%	-2	3%	-1%	-2	-0.2%	-7%[57.1 µM]	-6%	-3%
COC(=O)c1ccccc1NC(=O)Nc1cccc(OCc2cc(=O)n3cccc(C)c3n2)c1	21%	-1	-3%	-2%	-3	2.9%	4%[57.1 µM]	?	1%
CCCSCCCNC(=O)c1ccc(Cn2c(=O)c3cccn3c3cccnc32)cc1	13%	2	0%	-4%	1	?	56%[activator]	-24%	-11%
O=C(O)CCC(=O)c1c[nH]c2ccccc12	9%	-8	-3%	0%	3	0.7%	-7%	-9%	0%
Nc1nc(-c2ccccn2)nc(N)c1Cc1ccccc1F	-2%	1	?	-2%	1	2.5%	-8%[57.1 µM]	-22%	-1%
CCN(CC)CCNC(=O)c1ccc(CS(=O)(=O)c2ccccc2C)o1	0%	-1&-9	-5%	-1%	1	0.1%	4%	-15%	0%
CC(C)Oc1ccc(S(=O)(=O)N2CCCCC2)cc1NC(=O)CC1OC(=O)c2ccccc21 (configuration not stated)	0%	-5	-1%	2%	4	2.9%	-9%[57.1 µM]	-3%	-3%
CN(Cc1cn(C)nc1-c1ccc(Oc2ccccc2)cc1)CC1COCCO1 (configuration not stated)	2%	-4	0%	0%	10	-1.0%	5%	-16%	0%
O=C(CNC(=O)c1ccc(Cl)cc1)OCCCOC(=O)CNC(=O)c1ccc(Cl)cc1	9%	-2	3%	-2%	4	-0.2%	-3%	-15%	2%
O=C(/C=C/c1ccc(Cl)cc1)NCCN1CCOCC1	5%	-2	-4%	0%	3	-0.2%	-2%	-13%	2%
Cc1ccc(NC(=O)CSc2nc3c([nH]c4ccccc43)c(=O)n2-c2ccccc2)cc1Cl	-19%	0	-1%	3%	-5	0.9%	0%[57.1 µM]	-19%	-7%
c1ccc2[nH]c(CSc3nc4ccccc4o3)nc2c1	-1%	-10	-5%	6%	-5	4.4%	7%	-5%	0%
Cc1cc(C)c(NC(=O)CCc2c(C)noc2C)c(C)c1	0%	-8	-13%	-2%	-4	0.1%	-4%	-18%	-1%
COc1ccccc1NC(c1cccnc1)c1ccc2cccnc2c1O (configuration not stated)	2%	10	?	11%	-1	-1.4%	-6%	-24%	?
CCc1ccc(NC(=O)CCc2nnc3ccc(N4CCC5(CC4)OCCO5)nn23)cc1	-10%	-11	1%	0%	1	17%	-4%	-11%	-8%
O=C(COC(=O)c1c(F)cccc1Cl)NC1CCCCC1	-1%	-6	-30%	6%	-3	0.8%	-2%[57.1 µM]	-13%	4%
CCn1c(SCc2ccccc2Cl)nc2ccccc21	12%	0	-24%	5%	-9	-0.4%	4%[57.1 µM]	2%	-5%
O=C(O)[C@@H]1CCCN1C(=O)CCc1c[nH]c2ccccc12	-8%	-1	1%	-2%	-2	3.7%	4%	-27%	0%

Results in TrxR1 substrate, for two of the compounds above:
SMILES,TrxR1 substrate
COc1ccccc1NC(c1cccnc1)c1ccc2cccnc2c1O (configuration not stated),-6%
CCc1ccc(NC(=O)CCc2nnc3ccc(N4CCC5(CC4)OCCO5)nn23)cc1,-4%

Further structures follow.
SMILES	mIDH1 inhibitor	LDHA block	Vif-A3F inh	Glioma ERSR ind	PI4K2A inh	RXFP1 ag	TrxR1 substrate	USP1-UAF1 inh	Vif-APOBEC3G blk
Cc1ccc(SCC(=O)OCC(=O)N(C)CC(=O)Nc2ccc(F)cc2)cc1	-3%	-9	-4%	3%	2	-1.3%	-7%[57.1 µM]	-9%	-2%
CCOC(=S)N/C(=N\S(=O)(=O)c1ccc(C)cc1)c1ccccc1	-1%	-2	-15%	-1%	-7	0.2%	3%	-6%	0%
CC(=O)Nc1ccc(NC(=O)CSc2nnc(-c3cc(C)[nH]n3)n2N)cc1	-6%	-2	-7%	-7%	-1	0.0%	7%	-33%	-1%
CCN(CC)CCn1c2c(c(SCC(=O)Nc3ccccc3Cl)nc1=O)CCC2	4%	-7	-19%	-1%	1	-1.4%	-7%	-3%	1%
CC1Cc2ccccc2N1CC(=O)NCc1ccccc1Cl (configuration not stated)	5%	-2	-13%	-2%	-2	0.1%	3%	-16%	-1%
O=C(Oc1ccc(C(=S)N2CCCCC2)cc1)c1ccccc1	0%	1	3%	-2%	-3	1.0%	-9%[57.1 µM]	-1%	-4%
